High-throughput results: PubChem BioAssay, several laboratories
SKKanGAS inh = SKKanGAS growth inhibition; S. pyogenes SKKanGAS, kanamycin growth, BacTiter-Glo, 6 h; inhibition, % at 7.5 µM; 1.3% of 300,000 active; AID 1662;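 active means mean replicate score, as percent of positive control median, at least 50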;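 further: strain carries kanamycin resistance gene driven by streptokinase promoter and grows in 40 µg/ml kanamycin; loss of luminescence reflects streptokinase promoter inhibition or plain growth inhibition; 0% = median of DMSO wells and 100% = positive control at its reference dose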
KLF5 inh = kruppel-like factor 5 inhibition; inhibition, % at 5 µM; DLD-1 KLF5 promoter-luciferase reporter, luminescence; 0.23% of 290,000 active;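 active means inhibition above a per-plate limit of that plate's mean compound inhibition plus 3 SD, cut at about 60% in these data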;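 further: 0% = DMSO wells and 100% = LY294002 at 200 µM; higher means less KLF5 promoter-driven luciferase light; inactives centre near -14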
Platelet DG rel = modulates dense granule release in human platelets; AID 1663; 0.22% of 300,000 active; human platelet-rich plasma, SFLLRN dense granule ATP release, luminescence; inhibition, %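 (compounds screened at 7.5 µM in platelet-rich plasma)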;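 active means mean replicate score, as percent of positive control, at or above 50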
HSF1 activator = increases HSF-1 driven luciferase reporter signal; AID 504408; activation, % at 9 µM; NIH3T3-HGL HSF-1 luciferase reporter, MG132, 8 h; 100% = twice DMSO control signal; 1.7% of 300,000 active;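 active means mean replicate activation of at least 50% with a set share of replicates each reaching 50%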;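 further: 0% = median of the neutral control wells and 100% = twice that signal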
IEC-6 tox = IEC-6 cytotoxicity, counter-screen for KLF5 inhibitors; inhibition, % at 5 µM; luminescence viability; 0.78% of 290,000 active; AID 1825; in the data active means inhibition above about 22%;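 further: 0% = plate median of test compound wells and 100% = cytotoxic reference compound wells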
HSP90 inh = HSP90 refolding inhibition in rabbit reticulocyte lysate | 0.91% of 290,000 active | inhibition, % at 5.6 µM | luciferase refolding luminescence, 3 h;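 active means inhibition above the screen-wide mean plus 3 SD, computed separately per campaign, cut at about 16% in these data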;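 further: 0% = DMSO wells and 100% = 60 µM geldanamycin wells; inhibitors lower the luminescence because luciferase stays unfolded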
aSyn 5UTR inh = MLPCN primary screen, SNCA 5' untranslated region. inhibition, % (tested at 7.5 µM). alpha-synuclein 5'UTR reporter, inhibitor activity. 0.82% of 300,000 active; in the data active means inhibition above about 60%;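 further: H4 neuroglioblastoma cells stably carrying SNCA 5'UTR luciferase fusion; 0% = DMSO wells and 100% = positive control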
AI-2 QS modul = modulators of Vibrio harveyi AI-2 quorum sensing system. Vibrio harveyi JMH597 AI-2 luminescence/OD600 ratio, 9 h; active compounds read low; strain lacks LuxN and CqsS sensors; 0 = neutral-control median. activity change, % at 7.5 µM. 0.4% of 300,000 active. AID 2094; in the data active means activity change below about -75%, passing the limit was not always enough;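 further: luminescence divided by OD600 gain over 9 h not by final OD600 alone; inactives centre near 13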
HSF1 inhib = HSF1 inhibition; 0.77% of 300,000 active; NIH3T3-HGL HSE-luciferase, MG132-induced, luminescence 8 h; active compounds read low; activity change, negative = inhibition, % at 7.5 µM (by protocol);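 active means more than half of replicate wells show activity change below -50%, luminescence cut by over half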;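 further: luciferase reports HSF-1 transcriptional activity via heat shock element; 0% = median of DMSO wells and -100% = zero luminescence signal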
HIF activator = HIF pathway transcriptional activation. U2OS HRE-luciferase reporter, luminescence; normalized: DMSO 0%, desferrioxamine 100%. activation, % at 7.5 µM (by protocol). 0.32% of 300,000 active. AID 1910;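 active means mean activation of at least 10% of the iron chelator positive control signal, with at least half of replicates also reaching 10%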
Starred values were filed as active, the others as inactive; . = not tested or not shown.

Order of results: SKKanGAS inh	KLF5 inh	Platelet DG rel	HSF1 activator	IEC-6 tox	HSP90 inh	aSyn 5UTR inh	AI-2 QS modul	HSF1 inhib	HIF activator
COc1cc2c(cc1OC)C(c1cccc(F)c1)CC(=O)N2 (centres undefined)
  -2	-33	5	-19	5	3	23	.	-6	0.7
Cc1ccc(CSCC(=O)NCc2ccc3c(c2)OCO3)cc1
  -12	-13	4	2	7	1	1	9	-9	0.7
CC/C=C/C(=O)N1CC2(CC(c3cccc(NC(=O)CC(c4ccccc4)c4ccccc4)c3)=NO2)C[C@@H]1C(N)=O (some centres undefined)
  10	.	1	-5	.	.	19	14	-5	0.0
O=C(NCc1cccs1)C1CCCN(S(=O)(=O)c2ccc(Br)s2)C1 (centres undefined)
  -11	-1	0	43	5	8	-7	-9	20	0.1
COc1cc(C(=O)NCC(c2ccco2)N2CCOCC2)cc(OC)c1OC (centres undefined)
  1	.	0	9	.	.	-5	9	0	0.1
Cc1cc(C)n2nc(C(=O)OC(C)C(=O)c3cc(C)c(C)cc3C)nc2n1 (centres undefined)
  -7	.	-18	4	.	.	1	31	-7	-0.3
CC(=O)Nc1ccc(NS(=O)(=O)c2ccc3c(c2)NC(=O)CC(=O)N3)cc1
  -3	-33	-19	-21	-1	-1	-31	6	-8	-1.3
COc1ccc(C(=O)NCC(C)C)c(OC)c1
  4	-1	.	2	3	1	-3	9	1	-0.1
CCCn1c(/N=C/c2c[nH]c3ccccc23)nc2ccccc21
  1	-15	-1	1	-5	1	-16	3	5	-0.3
O=S(=O)(Nc1nc2ccccc2nc1N1CCc2ccccc2C1)c1ccc(Cl)cc1
  -2	-13	11	57*	-5	-5	86*	1	20	-3.0
C=CCc1cc(Cl)ccc1OCCCNC(C)C
  3	-30	-5	-3	-5	-5	-9	10	-1	0.1
CNC(=O)c1ccsc1NC(=O)CCS(=O)(=O)c1ccccc1
  13	-28	-4	18	-5	-1	-53	24	1	-0.5
CC(C)CN(C(=O)COc1ccc(-c2nnco2)cc1)C1CCS(=O)(=O)C1 (centres undefined)
  61*	-21	1	-1	-8	3	-13	7	4	0.2
COc1ccc(CCNC(=O)C(C(=O)c2ccccc2)n2ccccc2=O)cc1OC (centres undefined)
  -5	-11	11	3	-1	0	0	9	-9	-0.5
CN1CCN(S(=O)(=O)c2ccc(N3CCN(C(c4ccccc4)c4ccccc4)CC3)nc2)CC1
  -1	3	1	9	-2	1	0	4	2	-0.6
COc1cccc(OCC(O)CN2CCN(c3ccccn3)CC2)c1 (centres undefined)
  -5	-6	-6	2	-3	-1	27	3	-3	0.2
COc1ccc(C2=NOC(C(=O)Nc3cc(C)nn3-c3ccccc3)C2)cc1OC (centres undefined)
  -6	-17	18	-13	12	6	4	8	-10	-0.1
N/C(=N\OC(=O)Oc1ccccc1)c1cccc([N+](=O)[O-])c1
  8	-5	-1	3	1	-1	-2	26	-7	-0.2
CC(=O)Nc1ccc(-c2csc(NC(=O)CCCc3cccs3)n2)cc1
  -8	-37	4	14	-3	1	-45	15	6	0.0
Cc1ccc(C(=O)O/N=C\c2ccc(N3CCOCC3)c([N+](=O)[O-])c2)cc1
  3	12	12	-19	3	-1	1	7	0	0.2
CCOCCCNC(=O)CN(Cc1ccc(Cl)cc1)S(C)(=O)=O
  -7	-3	-1	12	-1	-1	12	9	-3	0.0
O=C(/C=C/c1ccc(F)cc1)NC(=S)NC1CCCCC1
  1	-13	-1	1	0	0	-33	47	1	0.2
COc1ccc(CN(Cc2nc3ccccc3c(=O)[nH]2)C(=O)NC2CCCCC2)cc1
  1	-41	2	26	4	8	-10	14	10	2.6
Cc1cccc(N(CC(=O)NCCc2ccccc2)C(=O)CCC(=O)Nc2ccccn2)c1C
  -2	6	13	-18	-2	-2	-47	7	-2	-0.1
O=C(CSc1cccc(C(F)(F)F)c1)NC(=O)c1ccccc1
  -6	-18	-9	7	3	-4	6	11	0	0.1
Cc1cc(/C=N/n2cnnc2)c(C)n1-c1ccccc1
  -1	-18	-9	-17	2	0	7	9	1	0.3
O=C(CSc1nnc(C2CC2)n1Cc1ccccc1)c1cc2ccccc2o1
  -5	-25	0	-1	0	3	-10	25	4	0.4
O=C(Cn1cnc2ccccc2c1=O)NCCC(=O)Nc1ccc2c(c1)OCO2
  2	-17	5	0	4	-3	-24	13	-2	-0.7
CCC(Sc1nc2ncccc2[nH]1)C(=O)NCCc1ccccc1 (centres undefined)
  -2	-5	2	-24	-6	-3	-5	17	-11	-0.4
CC(=O)Nc1ccc(S(=O)(=O)NC2Cc3ccccc3C2)cc1
  -1	-16	8	-4	3	3	-6	12	-3	0.8
Cc1ccc(C(=O)CCNc2cccc(Br)c2)o1
  -1	-10	14	6	0	-4	-34	5	4	0.2
CCCCCOC(=O)Nc1ccc(S(=O)(=O)Nc2cccc([N+](=O)[O-])c2)cc1
  -1	-23	-3	-3	-4	4	22	33	6	-0.5
CC(O)c1cccc(NC(=O)Cc2cccc3ccccc23)c1 (centres undefined)
  -20	-21	3	-13	4	0	37	15	-2	-1.0
COc1cc(/C=C2/SC(=S)N(CC(=O)O)C2=O)ccc1OC(=O)c1ccco1
  3	-9	-47	-12	-1	1	-24	33	-13	-0.2
Nc1nc(N)c(N=Nc2ccc(Cl)cc2)c(=O)[nH]1
  -9	7	-2	4	-10	0	-52	17	2	0.2
CCOC(=O)N1CCN(C(=O)CN2C(=O)c3ccccc3S2(=O)=O)CC1
  -9	-13	0	-17	1	2	6	13	-7	-0.1
COCCn1c(SCc2ccc(OC)c(F)c2)nnc1-c1ccncc1
  1	-6	-6	3	1	1	-1	-1	-2	0.5
Clc1ccc(-n2cc(COCc3ccccc3)nn2)cc1
  3	-101	1	61*	1	8	-27	-23	28	0.9
COc1ccc(S(=O)(=O)NCc2ccncc2)cc1OC
  4	-27	-7	-1	2	3	-3	15	-4	-0.4
CCN(CC(=O)N1CCOCC1)S(=O)(=O)c1ccccc1
  2	5	14	0	-1	-5	-1	11	-3	0.3
O=C(Nc1cccc(F)c1)c1sc(Cl)nc1-c1ccccc1
  -17	-15	-10	9	-14	-2	-59	2	6	1.9
CC1(C(=O)NC(=S)N(Cc2ccccc2)c2ccccn2)CC1(Cl)Cl (centres undefined)
  0	-25	-3	-6	-2	1	24	3	5	0.2
CSC(=N/N=C(\N)c1cnccn1)SC
  -5	-24	21	-2	-2	-6	18	20	5	0.2
Cc1ccc(NC(=O)C2Cc3ccccc3CN2C(=O)c2ccco2)cc1S(=O)(=O)N(C)C (centres undefined)
  2	-31	17	-49	1	15	-42	8	-44	1.4
COc1ccc(CC(=O)N/N=C(\C)c2cccnc2)cc1
  6	-23	1	5	8	4	13	20	-1	-0.3
CO/N=C\CC(=O)Nc1ccc(Oc2ccccc2)cc1
  3	7	-5	-2	10	6	21	-80*	0	0.5
Cc1cccc(C(=O)NC(=S)NCc2ccccc2)c1
  4	.	6	2	.	.	-3	-13	-1	0.9
C=CCn1c(=O)c2c(nc3n2CC(C)CN3Cc2ccccc2)n(C)c1=O (centres undefined)
  3	-34	15	-14	-2	-1	21	-1	-4	-0.2
Cc1nc(-c2ccc3c(c2)CCC(=O)N3)cs1
  -3	-40	-5	19	-3	-2	-39	13	13	3.4
COC(=O)c1cn(NC(=O)C2COc3ccccc3O2)c(=O)c2ccccc12 (centres undefined)
  -15	-16	4	3	3	0	5	19	-4	0.1
CCOc1ccccc1N1CC(C(=O)Nc2c(C)n(C)n(-c3ccccc3)c2=O)CC1=O (centres undefined)
  -2	10	1	9	-2	-2	-4	11	-1	-0.6
CN(c1ccccc1)c1nc(N)c(C#N)c(CC#N)c1C#N
  1	-23	-1	69*	-4	3	32	15	47	1.7
COc1ccc(/C=N/N2CCOCC2)cc1OCc1ccccc1
  -9	-22	-2	-5	1	-7	-7	28	-8	-0.1
Cc1ccc(C(C)NC(=S)NC2CCCCC2)cc1C (centres undefined)
  3	2	-8	5	-2	4	27	15	2	-0.9
C(=N\Nc1ccc2ccccc2n1)/c1ccc2c(c1)OCO2
  -2	-51	20	-42	5	15	88*	4	-39	-4.3
COC1=CC(=O)OC12CCCCC2
  -14	-8	2	10	7	-3	3	-8	-11	-0.3
O=C(CSc1nc2cc(Cl)ccc2o1)N1CCOCC1
  -2	-12	-2	12	-3	0	3	28	9	-0.1
COc1ccccc1CN1C(=NC(=O)CCC2CCCC2)SC2CS(=O)(=O)CC21 (centres undefined)
  2	-8	0	-1	2	2	3	10	-1	-0.9
O=C(N/N=C/c1cc2c(cc1Cl)OCO2)c1cccc(Br)c1
  -1	-48	5	21	3	1	-52	6	4	2.7
Cc1ccc2cc(C(c3nnnn3Cc3ccccc3)N3CCc4ccccc43)c(=O)[nH]c2c1 (centres undefined)
  10	8	5	1	-7	3	-15	21	-9	-0.3

Structures listed above marked active in AI-2 QS modul.
Structure | KLF5 inh | Platelet DG rel | HSF1 activator | HSP90 inh | aSyn 5UTR inh | AI-2 QS modul | HSF1 inhib
CO/N=C\CC(=O)Nc1ccc(Oc2ccccc2)cc1 | 7 | -5 | -2 | 6 | 21 | -80* | 0

Carrying on:
Order of results: SKKanGAS inh	KLF5 inh	Platelet DG rel	HSF1 activator	IEC-6 tox	HSP90 inh	aSyn 5UTR inh	AI-2 QS modul	HSF1 inhib	HIF activator
O=C(Nc1ccncc1)C1COc2ccccc2O1 (centres undefined)
  4	1	-7	-8	6	2	-23	17	-1	0.6
Cc1ccc(CNC(=O)C(=O)NCC2OCCN2C(=O)c2ccc(Cl)cc2)cc1 (centres undefined)
  6	11	-4	23	-1	5	18	14	0	-0.4
O=C(Nc1cc(S(=O)(=O)N2CCOCC2)ccc1O)c1ccc2c(c1)S(=O)(=O)c1ccccc1C2=O
  28	-17	10	12	-7	7	20	-2	1	-0.1
COc1ccc(CN2C(=O)COc3ccccc32)cc1
  0	-17	0	5	-1	-3	4	13	7	-17
CCC(=O)Nc1cccc(C2=NOC3(C2)C[C@@H](C(N)=O)N(C(=O)COc2ccc(Cl)cc2)C3)c1 (some centres undefined)
  5	.	-12	-2	.	.	-11	17	-1	-5.4
CCOC(=O)C1CCN(C(=O)c2ccc(OCC)c(OCC)c2)CC1
  6	-23	0	8	2	-1	17	24	2	0.1
O=C(COc1ccccc1)Nc1ccc(S(=O)(=O)N2CCCC2)cc1
  -5	-50	-5	11	0	2	5	-95*	-1	-0.4
COc1cccc(-c2nc3c(c(=O)[nH]c(=O)n3Cc3ccccc3)n2CCO)c1OC(F)F
  -5	-3	1	9	3	-2	28	.	-5	-0.7
NC(=S)N/N=C1\CCSc2ccc(Cl)cc21
  -1	-7	0	-1	-2	1	2	22	-5	0.9
O=C(NNc1nc(-c2ccccc2)cs1)c1ccc(F)cc1
  53*	25	-27	-9	-5	2	76*	24	-1	0.0
COc1cc2nc(SCc3ccc(C(F)(F)F)cc3)n(Cc3cccs3)c(=N)c2cc1OC
  3	13	8	-11	0	1	6	46	3	-0.4
